Assay outcomes from PubChem BioAssay.
Mito fusion act – blocks mitochondrial division or promotes mitochondrial fusion | S. cerevisiae fusion-defective mutant growth rescue, CellTiterGlo 48 h | Potency, µM (series often up to 46.1 µM), for the others: at the top dose growth rescue (activation), actives largely listed as activators | actives 0.23% (n = 320,000) | AID 485298;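 also: potency is read from the fitted curve at half-maximal effect; % of control where 0% means no effect; nearly all actives have a fitted effect of over 45% in size; temperature-sensitive fusion mutants such as fzo1-1 at 37 °C on non-fermentable ethanol glycerol medium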
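S. cerevisiae fusion-defective temperature-sensitive mutants (e.g. fzo1-1, mgm1-5) grown 48 h at 37C in YPEG (ethanol/glycerol non-fermentable) medium with 23 nl compound per well; growth rescue read as CellTiterGlo luminescence.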
MLL CXXC-DNA inh – inhibitors of human MLL CXXC domain-DNA interaction; Q03164; MLL-CXXC / FITC-HOXA9 DNA fluorescence polarization; Potency, µM (titrated, usually from 115 µM), for the others: at the highest dose activity change, negative = inhibition, actives largely listed as inhibitors; actives 0.037% (n = 290,000); AID 2662; active = well fitted inhibition curve with a large enough effect in the polarisation, with a control signal flat, not every such curve was filed as active; inconclusive = small, poorly fitted or top-dose-only effect, or effect the other way, or a change in a side signal; inactive = no such curve, though single readings can be large or run the other way; the % refers to the polarisation; also: potency is read from the fitted curve at half-maximal effect
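Purified MLL-CXXC (added from a 7 uM solution) was preincubated 5 min at ambient with pinned compounds in 50 mM Tris-HCl pH 7.5, 50 mM NaCl, 1 mM DTT, 0.05% BSA. Fluorescein-labeled HOX-A9 DNA (50 nM solution) followed, 30 min, then polarization read.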
Menin-MLL TR inh – inhibitors of human menin-MLL interaction, mutant MLL peptide; O00255; Menin + Texas Red MLL mutant peptide, fluorescence polarization; Potency, µM (top dose mostly 61.6 µM), for inactives: at the top dose FP activity change, negative = inhibition, hits mostly inhibitors; actives 0.23% (n = 270,000); AID 1768; active = well fitted inhibition curve with a large enough effect in the polarisation, with a control signal flat, not every such curve was filed as active; inconclusive = small, poorly fitted or top-dose-only effect, or effect the other way, or a change in a side signal; inactive = no such curve, though single readings can be large or run the other way; the % refers to the polarisation; also: potency is read from the fitted curve at half-maximal effect; % of control where 0% means no effect; many of its hits are not listed in these tables
Target sequence (O00255 whole entry, looked up): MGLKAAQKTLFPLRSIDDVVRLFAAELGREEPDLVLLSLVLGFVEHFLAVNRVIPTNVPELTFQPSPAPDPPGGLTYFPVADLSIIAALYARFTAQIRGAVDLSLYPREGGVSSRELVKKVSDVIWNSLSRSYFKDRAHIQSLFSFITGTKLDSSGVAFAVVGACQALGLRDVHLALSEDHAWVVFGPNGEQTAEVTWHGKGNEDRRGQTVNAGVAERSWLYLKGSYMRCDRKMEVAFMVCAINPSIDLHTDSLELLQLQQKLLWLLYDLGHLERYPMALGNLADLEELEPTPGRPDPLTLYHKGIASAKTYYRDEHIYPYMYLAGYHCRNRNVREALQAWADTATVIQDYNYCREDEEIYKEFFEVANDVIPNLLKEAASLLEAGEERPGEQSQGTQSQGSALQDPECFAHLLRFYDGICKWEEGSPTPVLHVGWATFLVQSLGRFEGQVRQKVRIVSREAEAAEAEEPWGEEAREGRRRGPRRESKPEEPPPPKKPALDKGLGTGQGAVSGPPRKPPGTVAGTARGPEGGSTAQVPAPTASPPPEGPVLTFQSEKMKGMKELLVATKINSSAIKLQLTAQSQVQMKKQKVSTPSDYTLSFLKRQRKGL
AT treatment – potential ataxia-telangiectasia treatments restoring KAP-1 phosphorylation; actives 0.19% (n = 320,000); […] A-T fibroblasts, KAP-1 phosphorylation AlphaLISA; neocarzinostatin DNA damage 30 min before lysis; Potency, µM (titrated, usually from 57.5 µM), for inactives: at the highest dose activation, usual class: activators; AID 485349; also: potency is read from the fitted curve at half-maximal effect; % of control where 0% means no effect; nearly all actives have a fitted effect of over 45% in size
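hTERT-immortalized A-T patient fibroblasts ([…]), 500 cells/well in OPTI-MEM, 1% FBS, got compounds for 60 min, then NCS for 30 min at 37C. Lysates were then assayed for phospho-KAP-1 by AlphaLISA (anti-pKAP1 donor, anti-KAP1 acceptor beads), 6 hr at 25C.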
TSHR antag – antagonists of human thyroid stimulating hormone receptor; TSHR-expressing cells, TSH-stimulated cAMP HTRF, 2 h; active compounds read low; activity change, negative = inhibition, % at 11.5 µM; actives 0.2% (n = 330,000); AID 504810;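 active = activity change below a set negative limit, meaning inhibition stronger than a set level, cut at about -70% in these data; inconclusive = activity change between two set negative limits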; also: % is scaled to controls: 0 for no effect and ±100 for the full control effect
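Freshly harvested TSHR cells receive pin-tooled compound, then EC80 TSH at 4nM final. After 2 hours at 37 deg C, antibody in lysis buffer and cAMP-d2 are added; 30 minutes at ambient temperature precede the HTRF read.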
TCR act – activates T cell receptor signaling | 330,000 tested, under 10 active | primary human leukocytes, anti-CD3, IL-2 HTRF, 48 h | Potency, µM (doses to about 9.22 µM), for the others: top-dose activation of IL-2 secretion, usual class: activators | AID 504894; also: % of control where 0% means no effect
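Activity was scored as IL-2 release from primary human leukocytes given only a TCR signal (a-CD3 beads) plus compound for 48 hr. Detection used a two-antibody HTRF format read at 665nm.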
MBNL1-CUG inh – blocks human MBNL1 binding to CUG repeat RNA | Q9NR56 | TR-FRET MBNL1-His/biotin-(CUG)12 binding, 665/545 ratio | Potency, µM (top dose mostly 57.5 µM), without a hit: top-dose activity change, negative = inhibition, most hits filed as inhibitors | actives 0.036% (n = 280,000) | AID 2675; active = well fitted inhibition curve with a large enough effect in the signal ratio, with a control signal flat, not every such curve was filed as active; inconclusive = small, poorly fitted or top-dose-only effect, or effect the other way, or a change in a side signal; inactive = no such curve, though single readings can be large or run the other way; the % refers to the signal ratio; also: potency is read from the fitted curve at half-maximal effect; % is scaled to controls: 0 for no effect and ±100 for the full control effect
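TR-FRET readout: Ex 340 nm, 665/545 nm emission ratio, normalized to buffer-only (basal) and MBNL1-(CUG)12 controls. Complex of MBNL1-His with Biotin-(CUG)12, compounds 92 nM–58 uM, incubated 60 min at room temperature.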
ASM inhibitor – inhibitors of human secretory acid sphingomyelinase; Potency, µM (top dose mostly 57.5 µM), for the others: at the highest dose activity change, negative = inhibition, usual class: inhibitors; P17405; actives 0.006% (n = 340,000); placental ASM, HMU-PC fluorogenic substrate, 60 min; also: potency is read from the fitted curve at half-maximal effect
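Fluorescence read-out (Ex 386 nm, Em 447 nm) after stopping the reaction at pH 10. Enzyme: ASM from human placenta; substrate HMU-PC0, 9 uM final; 60 min, 37 °C. Compound preincubation 10 min, ambient temperature.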
Integrin act MD – integrin-mediated muscular dystrophy alleviation activation; alpha7betagal myoblasts, beta-gal FDG fluorescence, 48 h; Potency, µM (top dose mostly 38.3 µM), inactives show at the highest dose activation, actives largely listed as activators; actives 0.064% (n = 350,000); AID 624291;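 also: potency is read from the fitted curve at half-maximal effect; 100% = response of the positive control SU9516; nearly all actives have a fitted effect of over 60% in size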
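alpha7betagal+/- myoblasts (passage 13, 250/well) treated 48 h at 37C with compounds at 1:260 dilution of DMSO stock. Lysed, then beta-galactosidase activity read as FDG fluorescence (ex 480/em 540) after 30 min, with pre-read for autofluorescence.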
PTAP TSG101 blk – blocks PTAP/TSG101 interaction to inhibit HIV-1 budding; Q99816; Fluorescence polarization, FITC-PTAP peptide / Tsg101 binding; Potency, µM (series often up to 115 µM), without a hit: top-dose activity change, negative = inhibition, usual class: inhibitors; 340,000 tested, under 10 active; AID 493005; active = well fitted inhibition curve with a large enough effect in the main read-out, with a control signal flat, not every such curve was filed as active; inconclusive = small, poorly fitted or top-dose-only effect, or effect the other way, or a change in a side signal; inactive = no such curve, though single readings can be large or run the other way; also: potency is read from the fitted curve at half-maximal effect; % of control where 0% means no effect
Target sequence (Q99816 whole entry, looked up): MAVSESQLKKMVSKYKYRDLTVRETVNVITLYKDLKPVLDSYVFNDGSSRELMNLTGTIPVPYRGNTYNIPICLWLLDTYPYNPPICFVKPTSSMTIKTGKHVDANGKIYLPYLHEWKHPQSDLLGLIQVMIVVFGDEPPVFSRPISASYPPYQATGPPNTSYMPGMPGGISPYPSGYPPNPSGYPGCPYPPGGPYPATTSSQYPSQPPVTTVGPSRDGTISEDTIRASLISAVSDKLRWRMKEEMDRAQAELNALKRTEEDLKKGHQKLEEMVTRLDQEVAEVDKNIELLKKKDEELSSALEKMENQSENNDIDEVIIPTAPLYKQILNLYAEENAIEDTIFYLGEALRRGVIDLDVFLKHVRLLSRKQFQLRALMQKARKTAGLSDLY
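Compounds were pin-transferred onto Tsg101 binding domain (10 uM final) in HEPES pH 7.5 buffer, then FITC-PTAP peptide was added at 50 nM final. After 20 min at RT, polarization reported peptide displacement across a qHTS concentration series.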
The depositor's hits bear a star; ? = inconclusive; . = not tested or not shown; & = joins results of further samples; [ ] = dose if it differs, or a comment. Unless noted, calls follow the shape of the dose curve; as a rule, active = well fitted curve in the direction sought with a large enough effect; inconclusive = small, poorly fitted or top-dose-only effect, or another doubt; inactive = no such curve, though single readings can be large; an effect the other way counts as inactive or inconclusive. An excerpt; the hit share may differ from the screen's.

SMILES,Mito fusion act,MLL CXXC-DNA inh,Menin-MLL TR inh,AT treatment,TSHR antag,TCR act,MBNL1-CUG inh,ASM inhibitor,Integrin act MD,PTAP TSG101 blk
O=C(Nc1cccnc1)C1CC(c2ccc(Cl)c(Cl)c2)=NO1 (stereo not drawn),-8%,7%,-16%,1%,-2,-8%,-3%,1%,10%,-1%
CC(C)CN(C(=O)c1cccc(Cl)c1)c1c(N)n(CC(C)C)c(=O)[nH]c1=O,1%,22%,13%,3%,-1,1%,-7%,7%,-29%,2%
CC1CC1C(=O)OCC(=O)NNC(=O)c1ccc([N+](=O)[O-])cc1 (stereo not drawn),-3%,.,.,3%,-6,1%,.,-2%,22%,0%
CN(CCc1ccccc1)C(=O)c1ccc(NC(=O)Cc2ccc(NC(=O)C3CCCN(C(=O)C4CCC4)C3)cc2)cc1 (stereo not drawn),.,.,.,.,.,-5%,.,-3%,2%,-1%
C(=NN1CCCCCC1)c1ccc2c(c1)OCO2,.,.,.,.,.,-5%,.,-6%,-10%,3%
COc1ccc(NC(=O)C2=C(C)Nc3ncnn3C2c2ccccc2C(F)(F)F)c(OC)c1 (stereo not drawn),2%,6%,-1%,-3%,-7,4%,-2%,14%,6%,5%
O=C(Nc1ccc([N+](=O)[O-])cc1Cl)c1cc(Cl)ccc1O,18%&-35%,-2%,?,6%,-91*,-2%,.,-3%,.,3%
COc1ccc(F)cc1S(=O)(=O)NCCN1CCOCC1,0%,-3%,-3%,10%,-43,0%,-9%,2%,15%,-2%
CCOC(=O)[C@@H]1[C@H]2COc3ccccc3[C@@H]2N2C(=O)N(c3ccc(Cl)cc3)C(=O)[C@@]12C,9%,2%,29%,7%,4,-2%,-2%,2%,17%,-6%
COc1cccc(CN2CCC(C(=O)N3CCN(Cc4ccc5c(c4)OCO5)CC3)CC2)c1OC,3%,27%,.,-5%,5,-3%,-2%,4%,-16%,-1%
c1ccc(C2NCCc3ccccc32)cc1 (stereo not drawn),-6%,0%,-12%,1%,-1,2%,0%,-4%,-4%,-2%
NC(=O)C1CCN(c2nc(-c3cccs3)cs2)CC1,-6%,.,.,6%&12%,-7&-24,1%,.,-12%,.,0%
Cc1cccc2sc(NC(=O)CNS(=O)(=O)c3ccc(Br)s3)nc12,3%,13%,.,4%,8,-1%,14%,-5%,-6%,0%
CC(=O)OCC(=O)[C@@]1(O)CC[C@H]2[C@@H]3CCC4=CC(=O)CC[C@]4(C)[C@H]3[C@@H](O)C[C@@]21C,-2%&-2%,8%,3%,-1%&13%,-3&-13,-9%&0%,19%,-4%&-4%,.,-4%&1%
Cc1ccc(C)c(NC(=O)c2cc[n+](C)cc2)c1,1%,-2%,19%,11%,24,.,16%,2%,5%,-1%
Cn1cc(/C=C/C(=O)c2ccccc2)c2ccccc21,-2%,29%,-27%,20%,-18,14%,26%,175%[activator],-13%,1%
COc1ccc(NC(=O)c2sc3nc(-c4cccnc4)ccc3c2N)cc1,-1%,?,.,-6%,3,1%,-7%,1%,27%,?
Cc1ccc(C(=O)N2CCN(c3ccccn3)CC2)cc1C,1%,15%,-18%,2%,-3,-3%,-4%,2%,-21%,-1%
COc1ccc(C(=O)COC(=O)c2c(-c3ccccc3)noc2C)c(OC)c1,15%,.,.,-13%,13,3%,.,3%,-2%,1%
O=C(Nc1nnc(CSCc2ccc(Cl)cc2)s1)c1cccc([N+](=O)[O-])c1,-1%,9%,?,5%,-20,-2%[46.1 µM],?,-22%,-21%,-6%

(continued)
SMILES,Mito fusion act,MLL CXXC-DNA inh,Menin-MLL TR inh,AT treatment,TSHR antag,TCR act,MBNL1-CUG inh,ASM inhibitor,Integrin act MD,PTAP TSG101 blk
NCCNc1ccc2nnnn2n1,-5%,-1%,-6%,-3%,0,.,-3%,-1%,23%,-4%
S=C(N/N=C1\C2CN3CCN(C2)CC1(c1ccccc1)C3)Nc1ccccc1,-7%,-5%,-15%,-6%,2,-2%[46.1 µM],.,2%,30%,1%
CC(C)CCN1CCC(C)(NC(=O)c2ccccc2)C1=O (stereo not drawn),6%,.,.,?,29,-9%,.,8%,-12%,-1%
COc1ccc(S(=O)(=O)n2oc(=O)cc2-c2ccccc2)cc1OC,-2%,-2%,-3%,-1%,14,-25%,5%,-1%,23%,-4%
O=C(NCCCn1ccnc1)c1cc(-c2ccc(Br)cc2)on1,-1%,9%,-1%,-2%,-1,15%,7%,1%,32%,-1%
Cc1cc(Cl)ccc1OCc1nc(-c2ccc(O)cc2)n[nH]1,0%,-7%,?,-12%,2,.,3%,-6%,1%,-2%
Cc1cccc(CSc2nnc(NC(=O)c3ccco3)s2)c1,6%,-15%,?,-2%,-4,.,-7%,0%,28%,-4%
Cc1ccc(NCc2ccc(O)c3ncccc23)cc1,-38%[inhibitor],11%,?,-4%,23,2%,8%,-1%,-52%[inhibitor],0%
CNC(=O)c1cc(C(=O)c2ccc(C(F)(F)F)cc2)c[nH]1,-1%,-4%,-9%,-9%,4,5%,16%,-1%,9%,-2%
Cc1ccc(NC(=O)COC(=O)Cn2c(C)csc2=O)c([N+](=O)[O-])c1,0%,.,.,2%,5,6%,.,-1%,24%,-4%
COc1ccc(C/C(N)=N/OC(=O)Cc2ccccc2)cc1,2%,4%,6%,6%,-8,.,-7%,-2%,-9%,-1%
N#CCN1CCN(CCC(=O)Nc2ccc(OCc3ccccc3)cc2)CC1,-3%,0%,.,2%,-2,2%,-3%,-1%,-26%,-4%
COC(=O)c1cc(NC(=O)CN2CCOCC2)cc(C(=O)OC)c1,-2%,4%,-5%,-8%,-5,3%,11%,0%,8%,-1%
COc1ccc(NS(=O)(=O)c2ccc(C)c(C(=O)NNC(=O)c3ccccc3O)c2)cc1,11%,.,.,-2%,-7,-7%,.,-5%,-7%,2%
Cn1c(=O)c2c(nc(OC/C=C/c3ccccc3)n2C)n(C)c1=O,.,.,.,.,.,3%,.,2%,-3%,3%
CC(=O)c1cccc(NC(=O)Nc2ccc3c(c2)CCC3)c1,2%,2%,.,-8%,-10,1%,3%,-1%,11%,1%
CC(Oc1ccc(Br)cc1)C(=O)Nc1ccc(S(=O)(=O)NC2=NCCCCC2)cc1 (stereo not drawn),.,.,.,.,.,2%,.,-2%,-27%,-1%
CCCCn1c(N)c(N(CC(C)C)C(=O)C2CCN(S(=O)(=O)c3ccccc3)CC2)c(=O)[nH]c1=O,-7%,.,.,-2%,3,.,.,4%,-5%,-2%
CCOC(=O)c1ccc(CNC(=O)C2CCC(=O)N(Cc3cccc(OC)c3)C2)o1 (stereo not drawn),-1%,11%,.,3%,2,-9%,-2%,2%,0%,-5%
Cc1ccc([N+](=O)[O-])cc1N(CC(=O)NC1CCCC1)S(C)(=O)=O,-3%,7%,20%,-6%,10,-1%,?,2%,?,-2%

Next records.
SMILES,Mito fusion act,MLL CXXC-DNA inh,Menin-MLL TR inh,AT treatment,TSHR antag,TCR act,MBNL1-CUG inh,ASM inhibitor,Integrin act MD,PTAP TSG101 blk
Nc1nc(SCC(=O)N2N=C3/C(=C/c4ccco4)CCCC3C2c2ccco2)n[nH]1 (stereo not drawn),0%,-2%,.,-1%,3,-1%,13%,-1%,-17%,0%
O=C(NCc1ccco1)c1c[nH]c2ccc(S(=O)(=O)N3CCOCC3)cc2c1=O,-3%,-2%,1%,-6%,-10,2%,-5%,4%,-22%,-1%
Cc1ccc(NC(=O)CN2C(=O)NC(C)(C3CC3)C2=O)c(C)c1 (stereo not drawn),-5%,.,.,4%,-1,3%,.,8%,6%,-4%
CN(CC(=O)Nc1ccccc1N1CCOCC1)S(=O)(=O)c1ccc(Cl)cc1,2%,-5%,7%,6%,-7,-13%,-1%,-5%,-11%,-5%
Cc1onc(-c2ccccc2Cl)c1C(=O)N1CC(C)OC(C)C1 (stereo not drawn),-5%,-7%,6%,1%,7,1%,7%,-1%,8%[7.66 µM],-5%
